influenza NS1A: NS1A inhibition, H1N1 influenza, cell based functional assay (AID 504329) | NS1A functional cell-based assay, percent inhibition; higher % means a stronger effect | inhibition, % at 12.5 µM; hits with a dose series show IC50 in µM | 340,000 compounds, 0.3% hits; in the data active means a potency from the dose series; inconclusive means inhibition above about 27% without an active follow-up result; further: strong numbers were not always called active
PhoP GFP inhibition: Inhibition of PhoP regulon, Salmonella typhi GFP reporter cells, confirmation, 4 h (AID 1850); Salmonella Typhi PhoP-promoter GFP reporter, fluorescence, 4 h; higher % means a stronger effect; 310,000 compounds, 0.33% hits; one-dose inhibition, % at 50 µM; IC50 in µM for titrated hits; in the data active means a potency from the dose series; inconclusive means inhibition mostly from about 25% at the one dose, without a potency; inactive means the rest, 99 in 100 with inhibition below about 19%;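 further: 0% = induced wells with vehicle and 100% = uninduced wells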
tuberculosis growth: growth inhibition of non-replicating M. tuberculosis (AID 488890) | Mycobacterium tuberculosis non-replicating, growth inhibition; higher % means a stronger effect | inhibition, % at 25 µM; hits with a dose series show IC50 in µM | 320,000 compounds, 0.39% hits; in the data active means a potency from the dose series; inconclusive means inhibition mostly from about 82% at the one dose, without a potency; inactive means the rest, 99 in 100 with inhibition below about 76%;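 further: plate controls were DMSO cells for no effect and high antibiotic wells for full effect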
M. tuberculosis HTS: M. tuberculosis growth inhibition, HTS (AID 449762); M. tuberculosis H37Rv growth inhibition, 7H9 media; higher % means a stronger effect; one-dose inhibition, % at 25 µM; IC50 in µM for titrated hits; 330,000 compounds, 0.59% hits; in the data active means a potency from the dose series; inconclusive means inhibition above about 70% without an active follow-up result;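 further: bacterial growth assessed after seven days of incubation; strong numbers were not always called active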
inhibitors of VEEV: inhibitors of VEEV TC-83 cytopathic effect, confirmation, Vero cells (AID 588727) | Vero cells, VEEV TC-83 cytopathic effect inhibition; higher % means a stronger effect | one-dose inhibition, % at 20 µM; IC50 in µM for titrated hits | 350,000 compounds, 0.13% hits; in the data active means a potency from the dose series; inconclusive means inhibition mostly from about 14% at the one dose, without a potency; inactive means the rest, 99 in 100 with inhibition below about 12%; further: strong numbers were not always called active
inhibitors of VEEV 10K pilot screen: also measured in inhibitors of VEEV; calls as there; inhibition, %; measured here: 10K pilot screen inhibition
The depositor's hits bear a star; i = inactive; u = inconclusive; x = no result given.

SMILES | influenza NS1A | PhoP GFP inhibition | tuberculosis growth | M. tuberculosis HTS | inhibitors of VEEV | others
O=C(NC1CCCCC1)N(Cc1cc2cc3c(cc2[nH]c1=O)OCCO3)CC1CCCO1 (stereo unspecified) | -1% | -2% | 15% | 4% | 2.2% | inhibitors of VEEV 10K pilot screen=2.9
ClC1=C(Cl)C2(Cl)C3C(Cl)C=CC3C1(Cl)C2(Cl)Cl (stereo unspecified) | -22% | x | 23% | 3% | 1.2%
COc1ccc(CC(=O)NNc2ncnc3c2cnn3C)cc1OC | -7% | 2% | 6% | 7% | i
O=C1CC(c2ccccc2)CC(O)=C1C=Nc1ccc(O)cc1 (stereo unspecified) | 3% | -2% | 37% | 0% | 7.6%
COc1ccc(Cl)cc1C(=O)Nc1ccc2c(c1)OCCO2 | -4% | -6% | 38% | 2% | 8.2%
COC(=O)C(C(=O)OC)c1ccc(NC(=O)c2cccc(Cl)c2)cc1 | 5% | -9% | 3% | -3% | 2.2%
COc1cc(C)c(CN2CCCCC2CO)cc1C (stereo unspecified) | 3% | 5% | -14% | -7% | 3.5%
Cc1ccc(S(=O)(=O)CCC(=O)OC(C)C(=O)N2CCc3ccccc32)cc1 (stereo unspecified) | 3% | 4% | 9% | 4% | 1.1%
O=C1NC(=O)C(CCc2ccncc2)(Cc2ccc(OCc3ccccc3)cc2)C(=O)N1 | 2% | -11% | 3% | 8% | 3.4%
COc1cccc2cc(C(=O)N3CCN(c4ncccn4)CC3)c(=O)oc12 | 10% | -5% | x | x | 1.9%
COc1cccc(CNC(=O)C(=O)NCCC2CCCCN2S(=O)(=O)c2ccccc2)c1 (stereo unspecified) | -12% | 3% | -18% | 2% | 0.8%
COc1ccc(NC(=O)c2ccc(CN3CCN(c4ccccc4)CC3)cc2)cc1 | 2% | -14% | 40% | -1% | 12%
CC(OC(=O)C12CCC(=O)N1c1ccccc1S2)C(=O)Nc1cccc(Cl)c1 (stereo unspecified) | -10% | x | -8% | -7% | 2.8%
Cn1c(=O)c2[nH]c(Cc3cccc4ccccc34)nc2n(C)c1=O | 1% | x | x | x | 0.6%
COc1ccc(CNC(=O)C2CCCN(c3nn4c(=O)cc(C)nc4s3)C2)cc1 (stereo unspecified) | 5% | 9% | 1% | 4% | i
COCCn1c(=S)[nH]c2cc(C(=O)N(CCO)Cc3ccccc3)ccc2c1=O | 4% | 4% | -13% | -8% | 1.2%
Cc1cc(C)cc(Oc2nc(C(F)(F)F)nc3ccccc23)c1 | -4% | -1% | -3% | -2% | 8.3%
O=C(Nc1ccccc1-c1ccccc1)C1CCCN(c2ncccn2)C1 (stereo unspecified) | 22% | -7% | -3% | -13% | 4.0% | inhibitors of VEEV 10K pilot screen=2.6
Cc1ccccc1NC(=S)N(Cc1ccccn1)Cc1ccccc1Cl | -3% | 9% | 42% | 2% | 3.4%
Cn1c(O)c(/C=C2\N=c3ccccc3=C2CCNC(=S)NC2CC2)c(=O)n(C)c1=O | 3% | 3% | 4% | -5% | 5.2%
CCN(CC)C(=O)c1ccc(Nc2nnc(-c3ccc(O)cc3)c3ccccc23)cc1 | -1% | 7% | 27% | 12% | 6.2%
Cn1nccc1C(=O)N/N=C/c1c(O)ccc2ccccc12 | 0% | 8% | -2% | 9% | u
Cc1cnn(-c2cc(N/N=C/c3ccccc3Cl)ncn2)c1 | -7% | -2% | -9% | 5% | i
COc1ccc(S(=O)(=O)Nc2c(C)cc(C)cc2C)c2cccnc12 | -6% | -10% | 0% | -9% | u
O=C(Cc1ccccc1)NC(c1ccco1)c1c(O)ccc2ccccc12 (stereo unspecified) | -4% | -2% | 12% | 8% | 4.2%
COc1cc(-n2c(=O)c3ccccc3n(Cc3cccc(C)c3)c2=O)cc(OC)c1OC | -10% | -5% | -16% | 4% | 0.6%
CC1(C)CC(=O)C(C=Nc2cc(C(=O)c3ccccc3)ccc2N)=C(O)C1 | -6% | -8% | 9% | 13% | 8.1%
Cc1cc(OCc2cc(C(=O)NCC3(C)COC3)no2)cc(C)c1Cl | -4% | -14% | 16% | 9% | 8.8%
Cc1ccc(S(=O)(=O)NCCC(=O)N2CCC(C)CC2)cc1 | -7% | x | -21% | 5% | 1.1%
c1ccc2[nH]c(-c3nc4ccccc4[nH]3)nc2c1 | -8% | -1% | 19% | 4% | 0.9%

2 records picked at random from the list so far:
SMILES | influenza NS1A | PhoP GFP inhibition | tuberculosis growth | M. tuberculosis HTS | inhibitors of VEEV | others
c1ccc2[nH]c(-c3nc4ccccc4[nH]3)nc2c1 | -8% | -1% | 19% | 4% | 0.9%
CCN(CC)C(=O)c1ccc(Nc2nnc(-c3ccc(O)cc3)c3ccccc23)cc1 | -1% | 7% | 27% | 12% | 6.2%

Continued.
SMILES | influenza NS1A | PhoP GFP inhibition | tuberculosis growth | M. tuberculosis HTS | inhibitors of VEEV | others
CCCCN1C(=O)c2ccc(C(=O)NC3=NCCS3)cc2C1=O | 7% | -8% | 79% | u | 1.8%
CC1CCN(C2CCN(C(=O)c3ccccc3F)CC2)CC1 | -3% | -4% | -18% | 3% | 0.2%
COc1ccc2nc(C)cc(SCC(=O)NNC(=O)COc3ccccc3)c2c1 | 3% | -6% | -18% | -6% | 2.3%
Cc1cccc(C)c1OCC(=O)N/N=C/c1cccnc1 | 2% | 2% | -22% | -7% | 1.0%
C[n+]1ccccc1/C=C/c1cc(Br)ccc1O | 6% | -8% | 31% | 10% | 3.1%
Cc1ccc(C)c(N2CCN(S(=O)(=O)c3ccc4[nH]c(=O)c(=O)[nH]c4c3)CC2)c1 | 98% | -5% | 22% | -10% | 1.7%
Cc1sc2ccc3sccc3c2[n+]1C | -2% | -2% | 10% | 3% | 0.8%
CN(C(=O)CSc1nc2cc([N+](=O)[O-])ccc2n1-c1ccc(F)cc1)C1CCS(=O)(=O)C1 (stereo unspecified) | 10% | 2% | -7% | 2% | 1.5%
COc1ccc2c(c1)CCc1c(C(=O)Nc3ccn(Cc4ccc(C)cc4)n3)noc1-2 | 4% | -12% | -1% | 6% | 2.5%
O=C(Nc1ccc(Cc2ccncc2)cc1)C1CCC(N2C(=O)C3CC=CCC3C2=O)CC1 (stereo unspecified) | 6% | -6% | 9% | 3% | 0.6%
Cc1cccc(NC(=S)NC(=O)CC2CC(C)(C)OC2=O)c1 (stereo unspecified) | 2% | -2% | 16% | 3% | 0.7% | inhibitors of VEEV 10K pilot screen=0.3
CCN(CC)CCN(C(=O)c1ccc(S(=O)(=O)N(C)C2CCCCC2)cc1)c1nc2ccc(OC)cc2s1 | 17% | -11% | -5% | -6% | i
CN(Cc1ccccn1)C(=O)CC1C(=O)NCCN1Cc1cccc(Oc2ccccc2)c1 (stereo unspecified) | 8% | 0% | 14% | -2% | 0.1%
Cc1cc2c(cc1S(=O)(=O)NCc1ccc(Cl)cc1)OCC(=O)N2 | 4% | -8% | -18% | -9% | 1.4% | inhibitors of VEEV 10K pilot screen=0.8
COc1cc2cnc(-c3ccccc3)c(C(=O)c3ccc(F)cc3)c2cc1OC | 5% | x | 24% | -2% | 9.5%
CC(C)OC(=O)c1nnn(-c2nonc2N)c1CN1CCc2ccccc2C1 | 12% | x | x | x | i
NS(=O)(=O)c1ccc(-n2cccc2C=O)cc1 | 9% | -19% | -3% | 9% | 1.5%
O=C(NCc1ccccc1Cl)c1cnc2ccccc2n1 | 7% | 17% | 17% | 2% | 9.4%
CCOc1ccc(NC(=S)NCCCn2ccnc2)cc1 | 2% | 2% | 2% | -8% | 0.1%
CCCCn1c(N)c(N(CC(C)C)C(=O)CC2CCCC2)c(=O)[nH]c1=O | -4% | -3% | -1% | -5% | 1.8%
O=C1NN(c2ccc(F)cc2)C(=O)/C1=C\c1cnn(-c2ccccc2)c1 | x | -9% | u | u | x
Cc1ccc(OCCOCCN2CCCCC2)c([N+](=O)[O-])c1 | -10% | -9% | -8% | 3% | 0.1%
CCOc1ccc(NC(=O)CN(C)c2ccc(S(=O)(=O)N(C(C)C)C(C)C)cn2)cc1OCC | -2% | 6% | 10% | 0% | 9.4%
COc1ccc(NC(=O)c2cccc(-c3ccc(O)cc3)c2)cn1 | 7% | -37% | 42% | 20% | 10%
COc1cccc(NC(=O)CSCC(=O)Nc2ccccc2)c1 | -9% | 3% | 17% | -7% | 1.2%
O=C1NC(=O)N(c2ccccc2F)C(=O)/C1=C/c1cn(CC(=O)N2CCOCC2)c2ccccc12 | x | -12% | -10% | 8% | x
COc1ccccc1NC(=O)CSc1nnc(Cc2cccn2C)n1CCc1ccccc1 | 10% | -1% | 30% | -9% | 2.3%
Cc1cccn2c(=O)c(C(=O)NCCCN3CCCCC3C)c(O)nc12 (stereo unspecified) | -5% | -3% | 3% | 1% | 2.3%
CCCn1nc(NC(=O)c2ccco2)c2cc3ccc(C)cc3nc21 | -15% | -16% | -1% | 5% | 9.9%
CC(OC(=O)C1=COCCO1)C(=O)c1ccc(Br)cc1 (stereo unspecified) | -1% | x | 5% | 70% | 0.8%
O=C(Nc1ccc2c(c1)OCCO2)c1ccccc1 | 2% | -2% | -3% | -4% | 0.8%
CC(C)(C)NC(=O)C(c1ccc(F)cc1)N(Cc1cccs1)C(=O)c1ccc(CN2CCOCC2)o1 (stereo unspecified) | -7% | 3% | 11% | -1% | 0.2%
CCS(=O)(=O)N1CCN(C(=O)c2ccco2)CC1 | -1% | 30% | 3% | 9% | 2.2%
Cc1cc(C)cc(Oc2ccc(S(=O)(=O)N3CCN(C)CC3)cn2)c1 | -11% | 3% | -12% | -12% | i
COc1cc2ccnc(Cc3cccc(OC)c3OC)c2cc1OC | 7% | 0% | 7% | -11% | i
COc1cc(CCC(=O)Nc2ncc(C)s2)cc(OC)c1OC | 5% | 10% | 1% | -7% | 1.1%
COc1ccc(OCC(=O)Nc2ccc3c(c2)nc2n3CCSC2)cc1 | -1% | 3% | 15% | -7% | 6.3%
O=C(Nc1ccon1)c1sc2ccccc2c1Cl | 3% | -7% | 14% | 0% | 2.5%
Cc1cccc2cc(COC(=O)C(C)(C)C)c(=O)[nH]c12 | -5% | -1% | -9% | -2% | 3.5%
CCC(=O)Nc1c(C)nn(-c2ccc(C)c(C)c2)c1C | 10% | -1% | -4% | -6% | i
CCOc1ccccc1NC(=O)CN1C(=O)COc2ccc(C)cc21 | -5% | 2% | 20% | 0% | 2.5%
CCOC(=O)c1cc2ccccc2nc1C | -1% | -6% | 9% | 7% | 0.6%
Clc1cccc(CN2C3=NCCCN3c3ccccc32)c1 | -23% | 55% | 13% | 8% | i
CCC(C)NC(=O)C1CCCCN1S(=O)(=O)c1ccc(F)cc1 (stereo unspecified) | -9% | 9% | -3% | -3% | i
O=C(CN1C(=O)c2ccccc2S1(=O)=O)NCc1c(F)cccc1F | -9% | 3% | -11% | -7% | 1.2%
Cc1cc(C(=O)Nn2c(-c3ccc(Br)cc3)nc3ccccc3c2=O)ccc1[N+](=O)[O-] | 6% | -5% | 53% | 6% | 1.1%
CCNC(=S)Nc1cccc(Cl)c1C | -7% | 0% | 15% | 5% | i
CCN(CC)CC1C(=O)N(c2ccc(OC)cc2)C1c1ccccc1 (stereo unspecified) | -7% | 10% | 8% | -4% | 1.3%
CN(C)Cc1nc2c([nH]1)c(=O)n(C)c(=O)n2C | 2% | x | x | -12% | 0.5%
CCCCn1c(N)c(C(=O)OCC2CCCO2)c2nc3ccccc3nc21 (stereo unspecified) | 1% | -4% | 54% | 16% | i
CN(C)S(=O)(=O)N1CCN(C(=O)c2ccccc2Cl)CC1 | -5% | -2% | 0% | 3% | 1.6%
COc1ccc(-c2nn(-c3ccccc3)cc2C#N)cc1 | -4% | -8% | 18% | -4% | 1.1%
COc1cccc2sc(Nc3nnc(-c4cccs4)o3)nc12 | 9% | -3% | 4.9µM* | 24µM* | 8.9%

Part of the list above in order of SMILES length, lowest first.
SMILES | influenza NS1A | PhoP GFP inhibition | tuberculosis growth | M. tuberculosis HTS | inhibitors of VEEV | others
CCNC(=S)Nc1cccc(Cl)c1C | -7% | 0% | 15% | 5% | i
COc1ccc(-c2nn(-c3ccccc3)cc2C#N)cc1 | -4% | -8% | 18% | -4% | 1.1%
COc1cccc2sc(Nc3nnc(-c4cccs4)o3)nc12 | 9% | -3% | 4.9µM* | 24µM* | 8.9%
CN(C)Cc1nc2c([nH]1)c(=O)n(C)c(=O)n2C | 2% | x | x | -12% | 0.5%
CCCCn1c(N)c(C(=O)OCC2CCCO2)c2nc3ccccc3nc21 (stereo unspecified) | 1% | -4% | 54% | 16% | i
O=C(CN1C(=O)c2ccccc2S1(=O)=O)NCc1c(F)cccc1F | -9% | 3% | -11% | -7% | 1.2%
